Bfl-1 Bim block – disrupts Bim binding to human Bfl-1; Q16548; Bead-based flow cytometry, Bim-Bfl-1 binding inhibition; hit rate 0.12% among 190,000; AID 1008; inhibition, % at 10 µM;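 also: 0% = wells without compound plus tracer and 100% = blocker peptide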
Bcl-B Bim block – disrupts Bim peptide binding to human Bcl-B | Q9HD36 | bead-based flow cytometry | inhibition, % at 10 µM | hit rate 0.073% among 190,000;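 also: 0% = tracer peptide without compound and 100% = reference inhibitor peptide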
Target sequence (Q9HD36 whole entry, looked up): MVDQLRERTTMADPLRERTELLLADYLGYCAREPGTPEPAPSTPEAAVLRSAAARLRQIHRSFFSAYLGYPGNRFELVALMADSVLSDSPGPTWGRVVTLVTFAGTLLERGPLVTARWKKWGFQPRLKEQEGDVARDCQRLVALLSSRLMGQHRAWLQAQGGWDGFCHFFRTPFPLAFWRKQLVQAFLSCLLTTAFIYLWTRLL
Mcl1-Bid inh – disrupts binding of human Mcl-1 to Bid peptide; Q07820; TR-FRET Mcl-1/Bid-Dy647 peptide binding, 1536-well; hit rate 0.97% among 220,000; inhibition, % at 21.7 µM;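 active = compounds that cut the binding signal by more than half at the single screening dose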;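 also: His-tagged Mcl-1 with europium anti-His antibody binding Bid BH3 peptide; 0% = Mcl-1 plus peptide wells and 100% = peptide-only wells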
Target sequence (Q07820 whole entry, looked up): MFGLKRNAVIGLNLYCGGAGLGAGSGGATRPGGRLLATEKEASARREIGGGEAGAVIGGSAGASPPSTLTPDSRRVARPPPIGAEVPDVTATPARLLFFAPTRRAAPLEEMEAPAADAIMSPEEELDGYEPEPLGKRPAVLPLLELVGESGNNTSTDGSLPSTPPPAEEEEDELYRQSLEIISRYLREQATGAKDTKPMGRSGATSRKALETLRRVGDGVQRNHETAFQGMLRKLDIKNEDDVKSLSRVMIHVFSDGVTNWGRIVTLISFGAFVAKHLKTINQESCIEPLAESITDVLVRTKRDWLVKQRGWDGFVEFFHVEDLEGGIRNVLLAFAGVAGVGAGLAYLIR
Bim-Bcl-XL – disrupts Bim peptide binding to human Bcl-XL | bead flow cytometry, fluorescence | Q07817 | AID 1007 | hit rate 0.04% among 190,000 | inhibition, % at 10 µM
Target sequence (Q07817 whole entry, looked up): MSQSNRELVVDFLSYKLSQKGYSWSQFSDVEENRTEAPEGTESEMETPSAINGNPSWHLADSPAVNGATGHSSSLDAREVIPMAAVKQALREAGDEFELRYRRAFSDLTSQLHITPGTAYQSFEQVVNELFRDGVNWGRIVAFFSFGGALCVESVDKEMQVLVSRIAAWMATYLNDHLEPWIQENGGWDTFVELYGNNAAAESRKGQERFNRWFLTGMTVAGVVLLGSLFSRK
RGS4-Gao reg – human RGS4-Galphao interaction regulation; P09471; Multiplexed bead flow cytometry, RGS4-Galphao binding; actives lie on both sides; binding response (% of control), % at 10 µM; hit rate 0.33% among 220,000; in the data active = binding response below about 49% or above about 150%; inactive = in between;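 also: fluorescent Galphao activated with aluminum fluoride binding bead-coupled RGS4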
RGS8-Gao – regulators of human RGS8-Galphao interaction | response (percent of control binding), % at 10 µM | AID 1423 | P09471 | hit rate 0.34% among 220,000 | multiplexed bead flow cytometry, RGS8-Galphao binding; actives lie on both sides; in the data active = response below about 60% or above about 140%; inactive = in between;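 also: Galphao activated as the GDP aluminium fluoride complex binding bead-coupled RGS8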
Bim-Bcl-2 – disrupts Bim peptide binding to human Bcl-2 | P10415 | Bead-based flow cytometry, Bim peptide-Bcl-2 binding | inhibition, % at 10 µM | hit rate 0.06% among 190,000; in the data active = inhibition above about 40%; inconclusive = no clear call, values can overlap the other calls;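 also: 0% = no compound wells with probe peptide and 100% = reference peptide inhibitor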
Target sequence (P10415 whole entry, looked up): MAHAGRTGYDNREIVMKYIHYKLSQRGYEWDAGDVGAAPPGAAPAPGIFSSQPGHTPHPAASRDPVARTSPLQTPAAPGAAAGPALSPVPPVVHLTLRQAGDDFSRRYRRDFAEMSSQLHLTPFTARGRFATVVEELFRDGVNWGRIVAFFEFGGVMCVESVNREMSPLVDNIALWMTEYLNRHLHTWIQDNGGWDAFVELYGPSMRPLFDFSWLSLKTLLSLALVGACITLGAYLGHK
Mcl1 Noxa PPI – Mcl-1/Noxa interaction inhibition; Q07820; TR-FRET Mcl-1/Noxa peptide binding, 2 h; inhibition, % at 21.7 µM; hit rate 1.5% among 220,000; AID 1022;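 active = compounds that cut the protein-peptide binding signal by more than 50% relative to plate controls in a single-dose test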;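 also: His-tagged Mcl-1 with rhodamine Noxa BH3 peptide and terbium anti-His antibody; 0% = Mcl-1 plus Noxa peptide wells and 100% = peptide-only wells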
Mcl-1 Bim block – disrupts Bim peptide binding to human Mcl-1; AID 1009; hit rate 0.1% among 190,000; Bead-based flow cytometry, Bim peptide-Mcl-1 binding; Q07820; inhibition, % at 10 µM;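 also: 0% = no compound tracer wells and 100% = peptide blocker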
RGS7-Gao reg – human RGS7-Galphao interaction regulation; Multiplexed bead flow cytometry, RGS7-Galphao binding; actives lie on both sides; binding response (% of control), % at 10 µM; hit rate 0.35% among 220,000; AID 1439; in the data active = binding response below about 49% or above about 150%; inconclusive = no clear call, values can overlap the other calls; inactive = in between;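 also: fluorescent Galphao held in activated GDP-AlF4 state binding bead-coupled RGS7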
Bcl-W Bim block – disrupts Bim peptide binding to human Bcl-W; Q92843; bead-based flow cytometry; inhibition, % at 10 µM; hit rate 0.02% among 190,000;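 also: 0% = bound tracer without compound and 100% = peptide blocker; higher means less fluorescent Bim peptide bound to Bcl-W beads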
An asterisk follows results filed as active; ? = inconclusive; nt = no result given. Rule as the data show it, unless noted: active = inhibition above about 40%. An unsorted share of the library, and some 2.7% of all compounds hit somewhere here.

1) Cc1ccc(S(=O)(=O)Nc2ccccc2F)cc1C(=O)NCCCN1CCCC1=O
2) Cc1cccc(N(CC(=O)Nc2cccnc2)S(C)(=O)=O)c1
3) COc1ccccc1C(OC(=O)c1cccs1)C(=O)NCC1CCCO1 (configuration not stated)
4) COc1ccc(Nc2nc3nonc3nc2N2CCCCC2)cc1
5) CCC(C)(C)NC(=O)C(c1ccccc1F)N(C(=O)c1ccn[nH]1)c1ccccc1 (configuration not stated)
6) O=C1C2CC=CCC2C(=O)N1c1ccc(NCCc2ccccc2F)c([N+](=O)[O-])c1 (configuration not stated)
7) CCN(CC)c1ncnnc1-c1ccccc1
8) CCOC(=O)c1ccc(CS(=O)c2ccc(Cl)cc2)o1 (configuration not stated)
assay / compound	1	2	3	4	5	6	7	8
Bfl-1 Bim block	-14	nt	-13	nt	-2	0	1	-5
Bcl-B Bim block	-6	nt	-13	nt	0	-3	-2	-5
Mcl1-Bid inh	-18	-62	-11	-7	-7	-5	-3	-22
Bim-Bcl-XL	-3	nt	-10	nt	2	-3	-2	-4
RGS4-Gao reg	101	101	99	104	104	94	99	106
RGS8-Gao	100	100	98	101	106	98	104	104
Bim-Bcl-2	-5	nt	-14	nt	10	3	0	-1
Mcl1 Noxa PPI	-3	-7	14	12	-19	24	3	-1
Mcl-1 Bim block	0	nt	-6	nt	-5	0	0	2
RGS7-Gao reg	104	?	97	?	104	97	98	97
Bcl-W Bim block	-1	nt	0	nt	4	-1	0	0

9) O=C(O)c1ccccc1NCc1ccco1
10) Nc1ccc(Cl)c(-c2nc3ncccc3o2)c1
11) COc1ccc(OC)c(CNc2ccc(F)c(Cl)c2)c1
12) Oc1ccc(-c2nnc(-c3ccc(O)cc3)nn2)cc1
13) COc1cccc(N(C(=O)CNC(=O)c2ccco2)C(C(=O)NC2CCCCC2)c2ccncc2)c1 (configuration not stated)
14) CC(C)Cn1c(SCC#N)nc2ccccc2c1=O
15) Cc1nc(NC(=O)c2ccco2)sc1C(=O)Nc1ccc(Br)cc1
16) S=C(Nc1cccc(Cl)c1)NC1CCCCC1
assay / compound	9	10	11	12	13	14	15	16
Bfl-1 Bim block	nt	0	-16	0	-4	-1	0	-11
Bcl-B Bim block	nt	3	-7	0	-3	-4	1	-5
Mcl1-Bid inh	-22	-18	-9	-1	-2	-6	-12	-8
Bim-Bcl-XL	nt	0	-7	-1	0	1	-2	-14
RGS4-Gao reg	95	99	96	101	99	104	98	105
RGS8-Gao	93	100	97	102	101	97	102	108
Bim-Bcl-2	nt	-2	-7	0	-7	nt	-2	-10
Mcl1 Noxa PPI	5	-2	26	12	-1	16	39	26
Mcl-1 Bim block	nt	0	-1	1	1	1	-3	-8
RGS7-Gao reg	?	96	96	104	102	98	100	102
Bcl-W Bim block	nt	2	0	0	-2	0	-2	-11

17) COC(=O)C(C)n1nc(C)n(-c2ccc(C)cc2)c1=O (configuration not stated)
18) Cc1cc(C(=O)CCl)c(C)n1CCc1ccccc1
19) CCOc1cccc(C(=O)Nc2ccc(N(CC)CC)cc2)c1
20) CCC(C)[C@H](NC(=O)NCc1ccc(OC)c(OC)c1)C(=O)O (some centres not stated)
21) O=C(COC(=O)/C=C/c1ccc([N+](=O)[O-])cc1)NCc1ccccc1
22) O=C(CC1SCCNC1=O)Nc1cc(Cl)cc(Cl)c1 (configuration not stated)
23) O=C1CC2(CON=C2c2ccc(F)cc2)C(=O)N1c1ccc(F)cc1 (configuration not stated)
24) CCOC(=O)c1cnc(SC)nc1Sc1ccccc1Cl
assay / compound	17	18	19	20	21	22	23	24
Bfl-1 Bim block	-2	-3	-6	nt	-2	-9	8	-2
Bcl-B Bim block	-3	-3	-12	nt	-8	-11	-6	-1
Mcl1-Bid inh	3	-30	-30	-5	-20	-20	-10	-6
Bim-Bcl-XL	0	-4	-6	nt	-7	-17	-1	0
RGS4-Gao reg	97	97	100	95	102	101	97	107
RGS8-Gao	99	99	103	97	106	100	98	102
Bim-Bcl-2	-1	-3	-2	nt	-7	-10	-1	0
Mcl1 Noxa PPI	13	1	65*	10	-2	7	-30	10
Mcl-1 Bim block	-4	-4	0	nt	-4	-1	-2	-3
RGS7-Gao reg	100	94	101	?	103	100	97	98
Bcl-W Bim block	-1	-2	4	nt	-7	1	0	-1

25) COc1ccc(/C(C)=N/NC(=O)C2CC2)cc1
26) COc1ccc(CCn2cnc3c([nH]c4ccccc43)c2=O)cc1
27) OC(COCc1ccc(Cl)cc1)CN1CCN(CC(O)COCc2ccc(Cl)cc2)CC1 (configuration not stated)
28) CCOc1cc(CNCCc2ccc(S(N)(=O)=O)cc2)ccc1OCC(=O)NC1CCCCC1
29) CC(C)C(=O)NC(=S)Nc1ccc(S(=O)(=O)N(C)Cc2ccccc2)cc1
30) O=C(Nc1ccc2c(c1)OCO2)C1CC(c2ccc(F)cc2)=NO1 (configuration not stated)
31) O=C(CSc1ncnc2scc(-c3ccc(F)cc3)c12)c1ccc2c(c1)OCCO2
32) CCOC(=O)N1CCC2(CC1)C(C#N)=C(N)Oc1c2sc2nc(C)cc(C)c12
assay / compound	25	26	27	28	29	30	31	32
Bfl-1 Bim block	-4	nt	-11	-10	-12	-15	0	-15
Bcl-B Bim block	0	nt	-4	-6	-9	-10	-9	-13
Mcl1-Bid inh	-27	3	-16	-2	2	-7	-10	-21
Bim-Bcl-XL	-2	nt	-5	0	-10	-14	-5	-3
RGS4-Gao reg	99	103	106	106	101	84	101	98
RGS8-Gao	99	102	107	106	100	100	98	100
Bim-Bcl-2	-5	nt	-9	-7	-11	-13	-3	-7
Mcl1 Noxa PPI	-1	-2	9	8	16	-2	-4	nt
Mcl-1 Bim block	0	nt	-2	0	-5	-2	-3	-5
RGS7-Gao reg	102	?	102	103	100	88	103	101
Bcl-W Bim block	0	nt	0	2	-3	0	-2	-5

33) CS(=O)(=O)c1cnc(-c2ccccc2)nc1-c1ccccc1Cl
34) COc1ccc(CC(=O)NCC2(c3ccc(OC)c(OC)c3)CCOCC2)cc1
35) FC(F)(F)c1ccccc1NC(=S)NC1CCN(Cc2ccccc2)CC1
36) CC(=O)NCCC(=O)N1CCc2c([nH]c3ccccc23)C1c1cccc(Cl)c1 (configuration not stated)
37) CCN(C1CCCCC1)S(=O)(=O)c1cc(C)ccc1OC
38) COc1ccc(C2Nc3ccccc3C(=O)N2c2ccc(C)cc2)cc1COc1ccccn1 (configuration not stated)
39) CC(=O)n1nc(-c2ccco2)nc1N
40) Cc1cccc(N(CC(=O)N2CCCC2)S(=O)(=O)c2ccccc2)c1
assay / compound	33	34	35	36	37	38	39	40
Bfl-1 Bim block	-2	-18	-7	6	-14	-18	-12	-9
Bcl-B Bim block	0	-13	-7	1	-5	-6	-8	-4
Mcl1-Bid inh	-11	-10	-65	-1	-15	-24	-4	-29
Bim-Bcl-XL	3	-6	-3	-2	-5	-7	0	0
RGS4-Gao reg	97	101	104	100	97	98	97	97
RGS8-Gao	100	103	107	100	97	100	96	100
Bim-Bcl-2	-1	-10	-3	-2	-7	-9	-5	-1
Mcl1 Noxa PPI	2	6	-2	20	-3	-1	-14	-7
Mcl-1 Bim block	0	-6	-3	-4	0	-6	-3	2
RGS7-Gao reg	100	100	102	100	95	100	102	96
Bcl-W Bim block	2	-3	-4	-1	0	-7	-1	1

41) O=C(c1ccco1)c1nc2c(n1O)CCCCC2
42) O=C(O)CSCC(=O)NCc1ccc(Cl)cc1Cl
43) N/C(=N\OCC(=O)Nc1ccccc1)c1nonc1N
44) CC(Nc1ccccc1N1CCCCC1)C(=O)N1CCc2ccccc21 (configuration not stated)
45) COc1ccc(NC(=O)CC2C(=O)N(c3cccc(OC)c3)C(=O)N2C2CCCCC2)cc1 (configuration not stated)
46) CCOc1ccc(OCCSc2nc(N)cc(=O)[nH]2)cc1
47) O=C(NCc1cccnc1)Nc1ccc2c(c1)OCO2
48) CC(=O)COC(=O)c1cc(-c2ccc(C)cc2)nc2ccccc12
assay / compound	41	42	43	44	45	46	47	48
Bfl-1 Bim block	2	0	4	0	-4	nt	-3	-7
Bcl-B Bim block	3	-3	-6	-1	-2	nt	-5	-5
Mcl1-Bid inh	-5	5	-15	-20	-37	-20	-15	0
Bim-Bcl-XL	2	-2	-12	0	-3	nt	-2	1
RGS4-Gao reg	99	104	100	98	95	99	96	102
RGS8-Gao	96	102	100	99	99	99	99	105
Bim-Bcl-2	3	-6	0	-3	0	nt	-1	-1
Mcl1 Noxa PPI	11	-3	-12	25	9	-8	0	13
Mcl-1 Bim block	0	-1	-10	0	-2	nt	1	0
RGS7-Gao reg	101	97	98	93	96	?	?	101
Bcl-W Bim block	4	1	-7	2	0	nt	-4	-2

Looked up above.
For Bcl-B Bim block, cpd 19 is entered as -12
For Mcl1 Noxa PPI, cpd 20 is entered as 10

5 entries out of the list above, arranged by the value under Bcl-B Bim block, ascending:
48) CC(=O)COC(=O)c1cc(-c2ccc(C)cc2)nc2ccccc12
42) O=C(O)CSCC(=O)NCc1ccc(Cl)cc1Cl
45) COc1ccc(NC(=O)CC2C(=O)N(c3cccc(OC)c3)C(=O)N2C2CCCCC2)cc1 (configuration not stated)
44) CC(Nc1ccccc1N1CCCCC1)C(=O)N1CCc2ccccc21 (configuration not stated)
41) O=C(c1ccco1)c1nc2c(n1O)CCCCC2
assay / compound	48	42	45	44	41
Bfl-1 Bim block	-7	0	-4	0	2
Bcl-B Bim block	-5	-3	-2	-1	3
Mcl1-Bid inh	0	5	-37	-20	-5
Bim-Bcl-XL	1	-2	-3	0	2
RGS4-Gao reg	102	104	95	98	99
RGS8-Gao	105	102	99	99	96
Bim-Bcl-2	-1	-6	0	-3	3
Mcl1 Noxa PPI	13	-3	9	25	11
Mcl-1 Bim block	0	-1	-2	0	0
RGS7-Gao reg	101	97	96	93	101
Bcl-W Bim block	-2	1	0	2	4

Next part
49) Oc1ccccc1NCC(O)Cn1ccc2ccccc21 (configuration not stated)
50) CN(CC(=O)NC1CCCCCC1)S(=O)(=O)c1ccccc1
51) CN1CCN(C(=O)CCCOc2cc(=O)n(C)c3ccccc23)CC1
52) CCOC(=O)c1ccc(NC(=O)CN2CCN(c3ccccc3)CC2)cc1
53) CCCCn1nnnc1SCC(=O)Nc1ccc2c(c1)OCCO2
54) CC1(C)CC(=O)C(C(c2ccco2)C2C(=O)CC(C)(C)CC2=O)C(=O)C1
55) CC(C)C(C)(C#N)NC(=O)CSc1ncnc2sc(-c3ccccc3)cc12 (configuration not stated)
56) COC(=O)c1ccc(S(=O)(=O)N2CCN(C(c3ccccc3)c3ccccc3)CC2)n1C
assay / compound	49	50	51	52	53	54	55	56
Bfl-1 Bim block	-6	-11	0	-8	6	-1	-15	nt
Bcl-B Bim block	-5	-6	3	-5	6	2	-13	nt
Mcl1-Bid inh	33	-9	-1	-47	-7	-30	-9	13
Bim-Bcl-XL	-6	-2	-4	-8	5	-4	-7	nt
RGS4-Gao reg	101	96	103	102	92	108	98	89
RGS8-Gao	103	99	101	101	87	99	101	96
Bim-Bcl-2	-7	-10	-2	-9	7	2	-8	nt
Mcl1 Noxa PPI	74*	-2	6	7	9	0	-3	4
Mcl-1 Bim block	1	2	0	0	6	-5	-1	nt
RGS7-Gao reg	104	98	103	98	91	106	96	?
Bcl-W Bim block	1	0	0	-1	2	0	0	nt
